Rac1 GTP hydrolysis: MgcRacGAP GTPase-activating activity inhibitors, confirmation, biochemical, ADP Hunter fluorescence | one-dose inhibition, % at 30 µM; IC50 in µM for titrated hits | AID 624330 | actives 0.6% (n = 340,000) | MgcRacGAP-stimulated Rac1 GTP hydrolysis, ADP Hunter fluorescence; higher % means a stronger effect; GST-tagged Rac1 F28L mutant substrate;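 active = first-screen hits whose inhibition reached a set limit at any dose in the follow-up dose series; inconclusive = inhibition above the set first-screen limit but never retested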;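 also: fluorescence reports GDP produced by GAP-driven GTP hydrolysis; strong numbers were not always called active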
NS5 inhibitors: Dengue-2 NS5 methyltransferase inhibitors, primary screen, biochemical, confirmation dose response (AID 588689); actives 0.3% (n = 340,000); Dengue-2 NS5 methyltransferase capping enzyme assay, biochemical; higher % means a stronger effect; one-dose inhibition, % at 25 µM; IC50 in µM for titrated hits; in the data active = a potency from the dose series; inconclusive = inhibition above about 29% without an active follow-up result
West Nile virus CPE: inhibition of WNV-induced cytopathic effect – cell-based, CPE readout (AID 1621); one-dose CPE inhibition, % at 10 µM; IC50 in µM for titrated hits; actives 0.02% (n = 290,000); West Nile virus-infected cells, CPE inhibition; higher % means a stronger effect; in the data active = a potency from the dose series; inconclusive = CPE inhibition mostly from about 3.7% at the one dose, without a potency; inactive = the rest, 99 in 100 with CPE inhibition below about 2.2%; also: strong numbers were not always called active
PhoP inhibition: PhoP-dependent GFP reporter repression – Salmonella Typhimurium, primary screen (AID 1863) | actives 0.16% (n = 300,000) | S. Typhimurium PhoP-regulated promoter GFP reporter, 4 h; higher % means a stronger effect | one-dose inhibition, % at 50 µM; IC50 in µM for titrated hits;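 active = inhibition over 29.93%, a cutoff 3 SD above the screen mean, later confirmed by dose response; inconclusive = inhibition over 29.93% but no dose response follow-up; inactive = inhibition at most 29.93% or unconfirmed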;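 also: 0% = low Mg2+ inducing control and 100% = high Mg2+ repressing control; strong numbers were not always called active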
RSV antiviral HEp-2: RSV antiviral activity via CPE protection, HEp-2 cells, primary 10 µM value included (AID 2391) | HEp-2 cells, RSV-induced CPE inhibition; higher % means a stronger effect | CPE inhibition, % at 10 µM, or IC50 in µM where a hit was titrated | actives 0.13% (n = 310,000); in the data active = a potency from the dose series; inconclusive = CPE inhibition mostly from about 23% at the one dose, without a potency; inactive = the rest, 99 in 100 with CPE inhibition below about 21%; also: strong numbers were not always called active
NTR1 agonist: agonists of NTR1, primary screen, imaging, U2OS cells, beta-arrestin-GFP, high content (AID 493036) | P30989 | NTR1-U2OS beta-arrestin-GFP spot imaging, agonist mode | activation, % at 20 µM | actives 0.17% (n = 330,000);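 active = activation at or above 40% of the spot to cytoplasm intensity ratio, with at least 20 cells analyzed; inconclusive = wells under 20 cells, flagged as cytotoxic or low count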;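 also: 0% = DMSO without peptide and 100% = 100 nM NTR1 peptide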
Target sequence (P30989 whole entry, looked up): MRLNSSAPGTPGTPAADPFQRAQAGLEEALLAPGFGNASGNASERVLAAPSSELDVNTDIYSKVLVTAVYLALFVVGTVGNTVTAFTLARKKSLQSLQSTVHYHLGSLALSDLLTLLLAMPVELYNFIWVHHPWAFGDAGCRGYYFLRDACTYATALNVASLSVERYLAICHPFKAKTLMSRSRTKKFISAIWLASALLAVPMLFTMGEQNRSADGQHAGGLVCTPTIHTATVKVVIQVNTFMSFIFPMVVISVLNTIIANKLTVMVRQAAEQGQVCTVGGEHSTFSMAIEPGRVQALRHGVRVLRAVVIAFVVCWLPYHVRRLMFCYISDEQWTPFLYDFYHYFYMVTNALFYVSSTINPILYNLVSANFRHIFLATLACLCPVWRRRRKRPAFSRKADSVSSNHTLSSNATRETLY
T cell modulator: modulates CD8 T cell binding to vesicles; 2C CD8+ T cell-vesicle binding, flow cytometry; hits give low values; calls only at 7 µM; actives 0.068% (n = 330,000); AID 2052;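 active = response, share of CD8 T cells binding vesicles, and their 90th percentile fluorescence all below set limits, cut at about 80% in these data, passing the limit was not always enough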
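Assay system: 2C TCR transgenic mouse naive CD8+ T cells, MACS-purified | Read-out: CD8+ gate FL2 mean fluorescence as % of same-row positive control | Signal: High-throughput flow cytometry with anti-B7-1 and anti-CD8 staining | Timing: Binding step 1.5 h, 37 °C, antibody labelling 20 min, ice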
K1F lysis inhibition: protection from phage-mediated lysis, alamar blue read-out – E. coli UTI89, K1F phage, bacterial capsule biogenesis inhibitors (AID 488966). actives 0.02% (n = 340,000). one-dose inhibition, % at 100 µM; IC50 in µM for titrated hits. E. coli UTI89 K1F phage lysis, alamar blue, 2 h; higher % means a stronger effect;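 active = phage lysis inhibition, versus mean bacterial control, above a set limit; inconclusive = no clear call, values can overlap the other calls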;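 also: capsule biogenesis inhibitors block K1F phage lysis so surviving cells raise fluorescence; higher fluorescence means more inhibition of phage lysis; actives were called in the ten point dose series up to 300 µM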
SV40 large T antigen: TAg ATPase/helicase activity blockers – biochemical (AID 1903); one-dose inhibition, % at 20 µM; IC50 in µM for titrated hits; SV40 large T antigen ATPase/helicase inhibition assay; higher % means a stronger effect; actives 0.39% (n = 310,000); in the data active = a potency from the dose series; inconclusive = inhibition mostly from about 32% at the one dose, without a potency; inactive = the rest, 99 in 100 with inhibition below about 32%; also: strong numbers were not always called active
T cell modulator vesicle-bound %: recorded beside T cell modulator, whose call it bears; double positive events, %; measured here: CD8+ vesicle-bound cell fraction;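 binding gate set so that unloaded-vesicle control wells show 10% double positive cells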
NTR1 agonist cell count 20 µM: further read-out of NTR1 agonist, marked with its call; cell count; measured here: cell count, cytotoxicity flag
NS5 inhibitors pilot replicate: second read-out of NS5 inhibitors, no call of its own (marks repeat the call); inhibition, %; measured here: pilot screen replicate inhibition
The depositor's hits bear a star; i = inactive; ? = inconclusive; nt = no result given; [ ] = dose if it differs, or a comment. Not a hit list; 1.5% or so of the library scored in one or more.

SMILES	Rac1 GTP hydrolysis	NS5 inhibitors	West Nile virus CPE	PhoP inhibition	RSV antiviral HEp-2	NTR1 agonist	NTR1 agonist cell count 20 µM	T cell modulator	T cell modulator vesicle-bound %	K1F lysis inhibition	SV40 large T antigen	others
CCCCCOC(=O)Nc1nnc(CCC)s1	4%	-3%	1.0%	2%	0.6%	1.0	102	i	42	0.6%	8%	NS5 inhibitors pilot replicate=-3.6
COc1ccc(/C=C/c2c([N+](=O)[O-])c(=O)n(C)c(=O)n2C)cc1O	5%	5%	2.6%	10%	1.1%	2.0	81	i	29	1.5%	-2%	NS5 inhibitors pilot replicate=0.6
CCN(C(=O)CSc1cc(-c2ccccc2)c2ccc(OC)cc2n1)C1CCS(=O)(=O)C1 (stereo not given)	6%	-4%	-0.7%	10%	8.5%	2.1	54	i	44	-6.5%	2%
COc1ccccc1N(CC(=O)NCCc1ccccc1)C(=O)CCC(=O)Nc1ccccn1	5%	-3%	-0.9%	3%	6.3%	-1.7	26	i	11	0.3%	-1%
O=C(/C=C/c1ccc2ccccc2n1)c1cc(Cl)ccc1O	7%	-23%	-0.4%	-12%	1.2%	1.0	76	i	30	0.4%	21%
OCCNC(=S)Nc1ccc(Cl)c(Cl)c1	10%	-3%	0.1%	8%	1.2%	-0.2	88	i	35	1.2%[50 µM]	7%
COc1ccc(/C=C2\SC(=O)N(CC(=O)NN3CCN(C)CC3)C2=O)cc1OC	9%	-14%	0.5%	-7%	-0.3%	0.8	53	i	46	0.2%	12%
CCC(C)NC(=O)CO/N=C/c1ccc(C(=O)OC)cc1 (stereo not given)	2%	-7%	0.5%	-2%	2.9%	4.1	83	i	36	-1.3%	6%
CN(C)c1ccc(-c2nc3ccccn3c2/N=C/c2ccc(Br)cc2)cc1	19%	-6%	-1.6%	-6%	?	5.3	50	i	43	6.8%	9%
CC1CCC(NC(=O)Cn2ncc3ccccc32)CC1 (stereo not given)	-1%	-4%	0.0%	8%	0.8%	1.1	50	i	38	0.6%	8%
Cc1ccc(NC(=O)CCn2cnc3ccccc3c2=O)c(C)c1	6%	-3%	-1.0%	-3%	3.3%	0.9	59	i	37	0.8%	11%
CCOC(=O)c1c(NC(=O)CSc2nnc(N)s2)sc(C)c1-c1ccc(C)cc1	-3%	10%	-0.3%	24%	?	16	91	i	55	-0.6%	24%
CC(C)(C)NC(=O)CN1CCC(NC(=O)C23CC4CC(CC(C4)C2)C3)CC1	5%	-7%	0.0%	7%	-0.8%	0.9	28	i	15	-0.5%	-14%
CCCOc1cccc(-c2nnc(N)s2)c1	3%	-4%	0.7%	-4%	1.1%	-2.5	57	i	11	1.3%	0%
O=c1cc(N2CCOCC2)[nH]c(=O)n1Cc1ccc(F)cc1	11%	0%	0.1%	-10%	2.2%	0.9	78	i	32	3.4%	8%
Cc1cccc(CN2CCN(Cc3ccc(-n4cccn4)cc3)CC2CCO)n1 (stereo not given)	4%	-1%	-0.4%	10%	-0.9%	-0.2	64	i	21	0.4%	6%
CCCCCCCNC(=O)c1ccc(N2CCC3(CC2)OCCO3)c([N+](=O)[O-])c1	7%	1%	-1.8%	-5%	1.7%	2.1	53	i	48	0.4%[50 µM]	7%
COc1ccc(S(=O)(=O)N2CCN(C(=S)NCC3CCCO3)CC2)cc1OC (stereo not given)	8%	-6%	-0.9%	-2%	0.6%	-0.4	60	i	10	1.0%[50 µM]	25%
CCOC(=O)CN1C(=O)NC(C)(c2ccc(OC(F)F)cc2)C1=O (stereo not given)	5%	-7%	0.5%	-9%	2.2%	0.9	76	i	44	0.1%	12%
Nc1nnnn1/N=C/c1cccc(Oc2ccccc2)c1	6%	-5%	-0.1%	8%	3.5%	-0.2	78	i	52	-0.3%	-1%
COC(=O)c1ccc(OS(=O)(=O)N(C)C)cc1	-5%	-6%	-0.2%	-2%	2.0%	1.1	88	i	63	0.2%	-1%
Cc1cc(O)ccc1N/C=C/c1onc(C)c1[N+](=O)[O-]	15%	-16%	-0.2%	-8%	1.6%	4.2	82	i	48	0.1%	9%
Cn1cccc1C(=O)Nc1ccc(N2CCOCC2)cc1	29%	-1%	nt	nt	nt	0.8	55	i	30	1.2%[50 µM]	nt
CN(C)c1cccc(C(=O)Nc2ccc3nc4n(c(=O)c3c2)CCCCC4)c1	11%	-1%	-0.2%	3%	14%	10	55	i	42	0.1%	4%
CN(C)CCCNc1cc(C(C)(C)C)nc2c(-c3ccc(Cl)cc3)cnn12	25%	-2%	-1.4%	?	-2.8%	-1.6	15	i	22	0.8%	5%
CC(=O)c1cccc(Nc2cc(C)nc3c(C)cc(C)cc23)c1	11%	-3%	-1.9%	-17%	11%	1.9	42	i	32	0.2%	6%
CCN(C(=O)C1CCN(S(=O)(=O)c2cccc3nonc23)CC1)c1ccccc1	-1%	1%	0.3%	-2%	0.0%	-4.5	58	i	34	-0.9%	11%
COC(=O)c1ccc(CN2CCc3ccccc32)cc1	15%	3%	0.1%	-1%	2.2%	1.4	49	i	53	0.4%	8%	NS5 inhibitors pilot replicate=0.9
Cc1ccc(OS(=O)(=O)c2ccc(-c3csc(C)n3)s2)c(C)c1	-11%	8%	-0.5%	1%	?	4.3	47	i	18	-1.9%	7%
C[C@H](NC(=O)c1[nH]cnc1C(=O)Nc1cccc(Cl)c1)c1ccccc1	6%	4%	nt	nt	2.0%	52*	63*	i	58	2.3%	nt
O=S(=O)(NCc1ccccc1Br)c1cccs1	0%	4%	-0.6%	-6%	2.6%	-1.1	59	i	47	8.6%	1%
Cc1ccc2c(c1)C(=O)c1c(C(=O)O)cccc1-2	8%	-8%	0.3%	-2%	3.9%	0.9	51	i	41	0.4%	8%
CCCCN(C(=O)c1ccccc1OCc1ccc(F)cc1)c1c(N)n(CC(C)C)c(=O)[nH]c1=O	5%	16%	0.0%	9%	-0.3%	-0.1	52	i	8	-0.2%[50 µM]	6%
COc1ccc(OCCOC(=O)Nc2ccccc2)cc1	-5%	-4%	-0.6%	-1%	0.7%	0.3	91	i	4	4.0%	1%
Cn1nc(C(=O)NNc2c(F)c(F)cc(F)c2F)c2ccccc2c1=O	7%	1%	-1.5%	6%	?	-1.7	61	i	8	0.7%	9%
CCN(CC)CCC(O)(c1ccccc1)C1CCCCC1 (stereo not given)	12%	0%	-1.0%	-1%	0.5%	-0.2	60	i	66	1.5%	12%
COc1ccccc1NC(=O)CN(c1ccccc1C)S(C)(=O)=O	9%	-2%	-0.4%	-8%	0.9%	1.2	64	i	54	0.4%	8%
Cc1cccc(NC(=O)c2oc3c(c2C)C(=O)CC(C)(C)C3)n1	5%	-11%	-0.7%	-5%	0.1%	0.7	86	i	52	1.1%	15%
COCCN=c1scc(-c2cc(OC)ccc2OC)n1/N=C/c1c[nH]c2ccccc12	31%	-7%	-1.5%	-3%	?	3.7	55	i	14	5.3%	5%
Cc1ccn2c(c1)nc(=O)c1cc(S(=O)(=O)N3CCC(C)CC3)ccc12	-1%	-10%	0.1%	-4%	-0.7%	-0.5	56	i	18	0.4%	13%
COc1ccc(NC2=NC3(CCCCC3)N=C(N)N2)cc1	11%	4%	0.3%	30%	1.1%	-0.4	44	i	25	0.4%	2%
CC(Sc1nc(C2CC2)n(-c2ccccc2)n1)C(=O)c1c(N)n(C)c(=O)n(C)c1=O (stereo not given)	5%	-6%	0.4%	-3%	1.5%	-0.5	58	i	50	-0.3%	21%
Fc1ccccc1CN1CCCN(C(=S)Nc2cccc(Cl)c2)C1	-1%	-5%	0.1%	-7%	-2.0%	4.0	53	i	31	0.3%	15%
CCOc1ccc(Cl)cc1S(=O)(=O)NCc1cccnc1	4%	-5%	-0.7%	13%	0.2%	-0.3	78	i	24	0.3%	3%
COc1cccc(-c2noc(CCC(=O)N3CCN(c4cc(C)ccc4C)CC3)n2)c1	8%	3%	nt	nt	nt	7.3	63	nt	nt	0.2%	nt	NS5 inhibitors pilot replicate=1.8
O=C(O)/C=C/C(=O)Nc1ccc(S(=O)(=O)Nc2nccs2)cc1	2%	-1%	-0.5%	-3%	-0.4%	3.4	56	i	26	2.2%	9%
CCCN(CCC)CCCNC(=O)c1cc2c(=O)[nH]c3ccccc3c2s1	23%	-6%	-1.2%	6%	-1.6%	-0.7	89	i	56	-0.1%	12%
O=C(NCc1ccccn1)c1cc(-c2ccccc2)nc2ccccc12	11%	-1%	0.6%	-4%	-0.4%	5.6	36	i	42	1.3%[50 µM]	12%
Cc1nn(-c2ccccc2)c2c1/C(=N/O)CC(C)(C)C2	6%	-2%	nt	13%	18%	-0.7	70	i	20	0.1%	7%

A section from the list above, for reference:
SMILES	Rac1 GTP hydrolysis	NS5 inhibitors	West Nile virus CPE	PhoP inhibition	RSV antiviral HEp-2	NTR1 agonist	NTR1 agonist cell count 20 µM	T cell modulator	T cell modulator vesicle-bound %	K1F lysis inhibition	SV40 large T antigen	others
COc1ccc(NC2=NC3(CCCCC3)N=C(N)N2)cc1	11%	4%	0.3%	30%	1.1%	-0.4	44	i	25	0.4%	2%
CC(Sc1nc(C2CC2)n(-c2ccccc2)n1)C(=O)c1c(N)n(C)c(=O)n(C)c1=O (stereo not given)	5%	-6%	0.4%	-3%	1.5%	-0.5	58	i	50	-0.3%	21%
Fc1ccccc1CN1CCCN(C(=S)Nc2cccc(Cl)c2)C1	-1%	-5%	0.1%	-7%	-2.0%	4.0	53	i	31	0.3%	15%
CCOc1ccc(Cl)cc1S(=O)(=O)NCc1cccnc1	4%	-5%	-0.7%	13%	0.2%	-0.3	78	i	24	0.3%	3%
COc1cccc(-c2noc(CCC(=O)N3CCN(c4cc(C)ccc4C)CC3)n2)c1	8%	3%	nt	nt	nt	7.3	63	nt	nt	0.2%	nt	NS5 inhibitors pilot replicate=1.8

Source: PubChem (several laboratories)
